# AmpC inh detg – blocks E. coli AmpC beta-lactamase in detergent assay. AmpC hydrolysis of nitrocefin, absorbance 480 nm, 0.01% Triton. P00811. 370,000 compounds, 0.041% hits. Potency, µM (top dose mostly 114 µM), for the others: at the top dose activity change, negative = inhibition, actives largely listed as inhibitors. AID 485294;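 further: potency means the concentration at half of the fitted maximal effect; 0% = no-compound wells and -100% = no-enzyme wells; nearly all actives have a fitted effect of over 25% in size; some results filed as inactive show a strong effect at the top dose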
# Target sequence (P00811 whole entry, looked up): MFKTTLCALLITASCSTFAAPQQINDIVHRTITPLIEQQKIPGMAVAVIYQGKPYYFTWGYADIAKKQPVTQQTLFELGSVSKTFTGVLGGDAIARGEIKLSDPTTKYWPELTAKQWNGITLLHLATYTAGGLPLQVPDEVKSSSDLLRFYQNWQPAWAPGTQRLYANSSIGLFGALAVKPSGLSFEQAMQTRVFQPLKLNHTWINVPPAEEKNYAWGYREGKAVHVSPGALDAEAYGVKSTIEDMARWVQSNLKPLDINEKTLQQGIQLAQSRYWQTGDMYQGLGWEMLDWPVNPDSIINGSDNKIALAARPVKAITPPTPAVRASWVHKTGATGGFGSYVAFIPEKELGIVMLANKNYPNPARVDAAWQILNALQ
#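 AmpC (5.3 nM in the dispensed reagent) in 20 mM phosphate pH 7.0 with 0.01% (detergent screen) or 0.0001% Triton X-100 was preincubated with compounds for 15 min at room temperature. Nitrocefin was then added from an 800 uM solution, and hydrolysis was followed at 480 nm.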
# Sm TGR block – S. mansoni TGR enzyme inhibition. Q962Y6. purified TGR, DTNB reduction, TNB absorbance 405 nm. Potency, µM (doses to about 114 µM), inactives show top-dose activity change, negative = inhibition, hits mostly inhibitors. 360,000 compounds, 3% hits. AID 485364; further: potency means the concentration at half of the fitted maximal effect; nearly all actives have a fitted effect of over 60% in size
#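 First, TGR (20 nM dispensed) and NADPH were mixed with compound. Second, a 15 min room-temperature incubation followed. Third, further NADPH and then DTNB were added to start the reaction. Finally, TNB absorbance was monitored kinetically.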
# AMA1 RON2 block – disrupts binding of P. falciparum AMA1 to RON2 | AID 720542 | AlphaScreen AMA1-biotinylated RON2 peptide binding | 360,000 compounds, 0.2% hits | Potency, µM (doses to about 58.2 µM), for inactives: top-dose activity change, negative = inhibition, most hits filed as inhibitors;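 further: potency means the concentration at half of the fitted maximal effect; 0% = vehicle wells and -100% = peptide control; nearly all actives have a fitted effect of over 45% in size; some results filed as inactive show a strong effect at the top dose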
#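 AMA1 (3D7) with his tag at 25 nM final met compounds first, then biotinylated RON2 peptide at 25 nM; detection used donor plus acceptor beads, 10 µg/mL apiece, read by AlphaScreen after 30 min at room temperature.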
# HCV inhibitor – inhibitors of hepatitis C virus infection. Huh7.5.1 HCVcc-Cre infection, luciferase reporter, 44 h. Potency, µM (doses to about 41.8 µM), without a hit: at the top dose activity change, negative = inhibition, usual class: inhibitors. 340,000 compounds, 3.4% hits; further: potency means the concentration at half of the fitted maximal effect
#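 Whole-lifecycle infectious HCVcc-Cre system; cells 1,000/well, compound then virus (~0.5 moi) added 4 h after plating, 44 h culture. Luciferase read 15 sec following 15 min substrate incubation, room temp.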
# HCMV inh – inhibitors of human cytomegalovirus | 410,000 compounds, 4.5% hits | activity change, negative = inhibition, % at 57.5 µM | HFF cells, HCMV-luciferase reporter, 72 h; active compounds read low; in the data active means activity change below about -60%; inconclusive means no clear call, values can overlap the other calls; inactive means above about -39%
#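 Compounds were evaluated in HFFs infected with an HCMV luciferase reporter virus (MOI 1 PFU/cell). Luciferase in lysates collected 72 h post infection served as the replication measure.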
# FBPA Giardia inh – blocks Giardia fructose-bisphosphate aldolase activity | purified Giardia FBPA | Potency, µM (highest dose often 59.6 µM), for inactives: at the top dose activity, negative = inhibition, most hits filed as inhibitors | A8B2U2 | 290,000 compounds, 0.71% hits; further: potency means the concentration at half of the fitted maximal effect; nearly all actives have a fitted effect of over 55% in size
# Target sequence (A8B2U2 whole entry, looked up): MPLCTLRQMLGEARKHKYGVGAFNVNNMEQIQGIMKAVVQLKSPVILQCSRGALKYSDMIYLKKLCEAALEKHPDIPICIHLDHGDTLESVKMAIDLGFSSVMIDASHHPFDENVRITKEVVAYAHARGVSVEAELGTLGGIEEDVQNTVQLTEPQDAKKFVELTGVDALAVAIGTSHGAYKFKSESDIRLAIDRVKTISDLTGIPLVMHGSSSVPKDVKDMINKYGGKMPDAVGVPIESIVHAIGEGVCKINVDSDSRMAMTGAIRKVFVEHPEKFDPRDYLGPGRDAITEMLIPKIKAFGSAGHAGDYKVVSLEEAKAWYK
#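 40 nM FBPA preincubated 10 min at RT with compound (up to 57.5 uM final), then substrate plus GAPDH/TPI/NAD/arsenate coupling and diaphorase/resazurin added. Fluorescence read after 20 min at RT, 525/598 nm.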
# * marks the source's active call; other numbers are inactive results; ? = inconclusive; · = no result given; & = joins results of further samples; ! = a repeat was not active; [ ] = another dose, or the depositor's remark. Unless noted, the call rests on the fitted dose curve; in most records, active means well fitted curve in the direction sought with a large enough effect; inconclusive means small, poorly fitted or top-dose-only effect, or another doubt; inactive means no such curve, though single readings can be large; an effect the other way counts as inactive or inconclusive. Unless noted, on the % scale 0 is the no-effect control and ±100 the full control effect.
# Results follow in this order: AmpC inh detg	Sm TGR block	AMA1 RON2 block	HCV inhibitor	HCMV inh	FBPA Giardia inh
> C/C(=N\NC(=O)c1ccc(Cl)c(Cl)c1)c1ccccn1
  -7%	0%	60%[activator]	0.56µM*	-99*	?
> COc1cccc(/C=N/Nc2cc(Cl)nc(C)n2)c1O
  -1%	-3%	112%[activator]	0%	54	-7%
> O=C(CN1CCN(S(=O)(=O)c2ccc3ccccc3c2)CC1)NC(=O)NC1CCCCC1
  ?	3%	-12%	?	-5	-10%
> Cc1nc(SCc2cccc(F)c2)[nH]c(=O)c1C#N
  1%	?	-1%	11%	-2	9%
> C=CCN1C(=O)N/C(=C/c2ccc(C)o2)C1=O
  -4%	32µM*	10%	0%	-8	16µM*
> Cc1cc(NCCCCO)n2c(nc3ccccc32)c1C#N
  0%	-7%	32%[activator]	?	-40	-3%
> Nc1ccc(S(=O)(=O)c2ccc(N)c(N)c2)cc1
  3%	-1%	7%	?	-14	0%
> CC(C)CN1C(=O)C(=O)N(CC(=O)N(C)CC(=O)Nc2ccc(Cl)c(C(F)(F)F)c2)C1=O
  6%	4%	4%	-18%	0	·
> Cc1cccc(CS(=O)(=O)c2nnc([C@H](Cc3ccccc3)NC(=O)OC(C)(C)C)o2)c1
  40µM*	1.8µM*	6%	?	·	-7%
> Cc1nn2c(C)c(C(=O)N3CCN(c4ccccc4)CC3)cnc2c1-c1ccccc1
  16%	?	·	·	-11	·
> COC(=O)c1scc(C)c1NC(=O)c1ccc(Cl)cc1
  -4%	-8%	-9%	?	·	10%
> COCCNC(=O)CN(C(=O)Cn1nnc2ccccc21)c1ccc(C)c(F)c1
  -4%	61%[activator]	7%	14%	17	0%
> COc1ccc(Cl)cc1C(=O)CSc1nc(N)cc(N)n1
  ?	2%	6%	?	-19	12%
> CC(C)C(OC(=O)CN1C(=O)c2ccccc2C1=O)C(=O)NC1CCCC1 (stereo not given)
  -9%	-1%	15%	-9%	-3	-4%
> CSC(=NC#N)N1CCN(c2ccc([N+](=O)[O-])cc2)CC1
  2%	·	3%	?	-29	-3%
> O=C(/C=C/c1ccc(F)cc1)Nc1nc2n(n1)C(c1ccc(Cl)cc1)C=C(c1ccccc1)N2 (stereo not given)
  1%	-4%	·	·	-19	·
> Cc1ccc(CNC(=O)C2CCCN(S(=O)(=O)c3ccc4c(ccn4C)c3)C2)cc1 (stereo not given)
  -9%	3%	·	·	-22	·
> CCCc1cc(=O)[nH]c(SCC(=O)CSc2nc(CCC)cc(=O)[nH]2)n1
  ?	-29%	86%[activator]	8%	-6	?
> Cc1ccc(-c2cc(NC(=O)c3ccccc3[N+](=O)[O-])n[nH]2)cc1
  3%	5%	6%	-20%	28	5%
> Nc1c(N(Cc2ccco2)C(=O)c2cccc(Cl)c2)c(=O)[nH]c(=O)n1Cc1ccccc1
  -5%	40µM*	5%	18%	0	·
> C=CCOc1ccc(C(=O)Nc2ncn[nH]2)cc1
  4%	5%	92%[activator]	12%	27	-2%
> COc1ccc(S(=O)(=O)N2CCCCCC2)cc1C(=O)N(C)Cc1ccc(F)cc1
  ?	-5%	-14%	-18%	-25	·
> Cc1ccc(NC(=O)COC(=O)CN2C(=O)NC3(CCCC3)C2=O)cc1S(=O)(=O)N(C)C
  0%	1%	1%	-7%	30	3%
> CSC1(SC2=NCCN2)SC2(NCCN2)S1
  ·	·	52%[activator]	?	?	·
> OC(COc1ccc(Br)cc1)CN1CCCC1 (stereo not given)
  ?	-7%	-7%	?	8	3%
> COc1ccc(NC(=O)CCCn2c(=O)c3sccc3n(Cc3ccccc3C)c2=O)cc1
  ?	-7%	-12%	-23%	-24	1%
> O=C(NC1CCCCC1)C(c1ccncc1)N(Cc1ccc2c(c1)OCO2)C(=O)c1cnsn1 (stereo not given)
  0%	-12%	-3%	14%	-16	-29%
> COC(=O)C(=CC(=CN(C)C)C=C(C(=O)OC)C(=O)OC)C(=O)OC
  1%	0%	-13%	6%	16	0%
> N#CC/C(N)=N/Nc1nc2ccccc2nc1Cc1ccccc1
  -2%	5%	53%[activator]	-2%	43	4%
> CCOc1ccc2[nH]cc(C(=O)O)c(=O)c2c1
  3%	-12%	10%	20%	-12	15%
> CSCC(C)N1CCC(n2nccc2NC(=O)c2ccccc2C)CC1 (stereo not given)
  0%	-22%	-6%	2%	-14	·
> O=C(CCC(=O)c1ccc(F)cc1)OCc1nnc(-c2ccc([N+](=O)[O-])cc2)o1
  ?	20µM*	0%[11.6 µM]	15%	0	·
> CN(C)S(=O)(=O)c1cccc(NC(=O)COC(=O)c2ccc(Br)o2)c1
  -3%	7%	5%	16%	26	3%
> CCC1(C)CC(CCN(Cc2ccco2)C(C)=O)(c2ccccc2)CCO1 (stereo not given)
  -5%	·	-4%	?	-19	6%
> CCC[n+]1cn(/C(C(=S)Nc2cccc(Cl)c2C)=C(/[O-])c2ccc(OC)c(OC)c2)c2ccccc21
  -3%	-4%	-6%	20%	7	-11%
> O=C(CN1C(=O)CCc2cc(S(=O)(=O)N3CCOCC3)ccc21)Nc1cccc(C(F)(F)F)c1
  -3%	-1%	·	·	33	·
> CCOC(=O)c1cccc(NC(=O)CC2C(=O)N(c3ccccc3)C(=O)N2Cc2ccco2)c1 (stereo not given)
  5%	-9%	·	·	-38	·
> CC1=CC(C)(C)n2c(O)c(C3=NC(=S)NC3=O)c3cc(OC(=O)c4cccc5ccccc45)cc1c32
  -14%	9%	-20%	?	-72*	-2%[12.9 µM]
> C/C(=N/NS(=O)(=O)c1ccc(C(C)C)cc1)c1ccncc1
  -9%	11%	-4%	-13%	21	-5%
> CC1CCCN(C(=O)CSc2nc3ccccc3o2)C1 (stereo not given)
  -5%	3%	-4%	1%	3	3%

# Brought forward from above: 3 entries; new compounds follow.
# Results follow in this order: AmpC inh detg	Sm TGR block	AMA1 RON2 block	HCV inhibitor	HCMV inh	FBPA Giardia inh
> CC1=CC(C)(C)n2c(O)c(C3=NC(=S)NC3=O)c3cc(OC(=O)c4cccc5ccccc45)cc1c32
  -14%	9%	-20%	?	-72*	-2%[12.9 µM]
> C/C(=N/NS(=O)(=O)c1ccc(C(C)C)cc1)c1ccncc1
  -9%	11%	-4%	-13%	21	-5%
> CC1CCCN(C(=O)CSc2nc3ccccc3o2)C1 (stereo not given)
  -5%	3%	-4%	1%	3	3%
> Cc1nn(CCCC(=O)Nc2ccccc2C(F)(F)F)c(=O)c2c1sc1ccccc12
  12%	-3%	·	·	-7	·
> CCN(CCn1cccn1)C(=O)c1cc(COc2c(F)cccc2F)on1
  -2%	5%[57.1 µM]	2%	11%	-5	2%
> COc1ccc(C(=O)OC2CCN(C)CC2)cc1
  -9%	-7%	5%	15%	45	-18%
> CC1CCN(S(=O)(=O)c2cccc(C(=O)NC3CCCC3)c2)CC1
  ?	-3%	1%	?	-32	0%
> COc1ccc(NC(=O)C2CCCN(S(=O)(=O)c3cccc4nonc34)C2)c(OC)c1 (stereo not given)
  -3%	-1%	15%	-1%	17	-8%
> Cc1cccc(NC(=O)C2CCN(S(=O)(=O)c3ccc4c(c3)OCCCO4)CC2)n1
  7%	-3%	-2%	?	-79*	·
> COc1ccc(CC(=O)Nc2ccc(F)c(Cl)c2)cc1S(=O)(=O)N1CCOCC1
  -3%	0%	1%	?	-23	·
> N#CC1=C(N)N2C(=C(C#N)C1c1ccc(Br)cc1)Nc1ccccc12 (stereo not given)
  2%	-3%	6%	6.3µM*	-100*	1%
> Cn1ncc(N)c1C(=O)Nc1cccc(C(F)(F)F)c1
  -14%	-5%	-7%	19%	-13	-11%
> O=[N+]([O-])c1ccc(O)c(Nc2ncnc3ccc(Br)cc23)c1
  -6%	0%	-14%	-16%	-20	0%
> O=C(CSc1ncnc2c1cnn2-c1ccccc1)Nc1ccc2c(c1)OCO2
  -8%	-31%	-13%	?	-26	0%
> COCc1c(Br)c(C)[nH]c(=O)c1C#N
  -6%	4%	0%	-10%	28	-3%
> COc1ccc(C)cc1S(=O)(=O)N(CC(=O)Nc1cccc([N+](=O)[O-])c1)c1ccc(C)c(C)c1
  -5%	-17%	-10%	6%	-23	-6%
> Cc1nnc(SCC(=O)NNC(=O)COc2ccc(Cl)cc2)s1
  ?	8%	81%[activator]	5%	-16	6%
> N#Cc1c(-n2ncnc2-c2ccc(F)cc2)sc2c1CCCCC2
  2%	0%	·	·	?	·
> Cc1ccc(C)c(N2CCN(C(=O)C3CCN(S(=O)(=O)c4cccc5nsnc45)CC3)CC2)c1
  3%	11%	-8%	?	-40	-5%
> CCC(=O)N1c2ccccc2NC2=C(C(=O)CCC2)C1c1cccnc1 (stereo not given)
  -2%	-7%	-3%	15%	7	5%
> CC(C)CNS(=O)(=O)c1cc(C(=O)O)c(Cl)cc1Cl
  0%	19%	-7%	22%	-16	12%
> Cc1ccccc1NC(=O)C1CCCN1S(=O)(=O)c1ccccc1C(F)(F)F (stereo not given)
  -1%	-2%	-3%	3%	0	·
> CC(C)CC(=O)Nc1ccc(-c2cn3ccsc3n2)cc1
  2%	-21%	-23%	?	139	2%
> O=C(/C=C\Nc1ccc(S(=O)(=O)Nc2ncccn2)cc1)c1cccc2ccccc12
  -4%	-2%	-3%	11%	26	0%
> CC1(C)CC(=O)c2sc(NC(=O)C3CC3)nc2C1
  -10%	-23%	3%	-23%	13	2%
> O=C(COC(=O)Cc1ccc(Cl)cc1)NCc1cccs1
  ·	·	-2%	0%	25	·
> Cc1cc(C)c(S(C)(=O)=O)c(N(C)N)n1
  ?	8%	-1%	25%	-7	-4%
> Cc1c(C)n(CCO)c2ncnc(Nc3ccc(F)cc3)c12
  0%	4%	-10%	0%	33	4%
> COC(=O)C(Cc1ccccc1)NC(=O)CCCC(=O)NCc1cccc(OC)c1 (stereo not given)
  -2%	8%	-1%	11%	-7	7%
> O=C(NCC1CCOCC1)c1cc(COc2cccc(C(F)(F)F)c2)on1
  ?	-21%	7%	?	-33	12%
> CN(/N=C/c1ccco1)C1=NS(=O)(=O)c2ccccc21
  7%	0%	-8%	-8%	?	0%
> Cc1ccc(NC2CC(=O)N(c3cccc([N+](=O)[O-])c3)C2=O)cc1 (stereo not given)
  6%	·	-1%	8%	16	-3%
> CCCOC(=O)C1=C(C)NC(=O)NC1c1cccc2ccccc12 (stereo not given)
  -2%	4%	13%	-14%	?	3%
> Cc1cc(C)c(C(=O)NC2CCCc3c2cnn3-c2ccc(C)c(C)c2)c(=O)[nH]1 (stereo not given)
  -9%	-2%	0%	-23%	-10	·
> CC(=O)/C(=N\Nc1ccccc1Cl)Sc1cccc2cccnc12
  -3%	-7%	?	?	-16	-1%
> CCN(CC)C(=O)CSc1nnc(NC(=O)CCc2ccccc2)s1
  -3%	5%	-5%	-3%	3	0%
> C/C(N)=C(/C#N)C(=O)CSc1nnc(Nc2c(C)cccc2C)s1
  -10%	-6%	-23%&-17%	-1%&0%	-67*!	5%
> CN(CCc1ccccc1)C(=O)CCc1nnc(Cc2ccc3c(c2)OCO3)o1
  -14%	?	-1%	3%	13	·

# Source: PubChem BioAssay (National Center for Advancing Translational Sciences (NCATS))
